# Fam108B counter = Fam108B inhibition, counter-screen for RBBP9 inhibitors | recombinant Fam108B, FP-Rh probe fluorescence polarization | inhibition, % at 9.51 µM | hit rate 0.33% among 300,000;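 active = inhibition above the screen mean inhibition plus 3 SD, computed separately per campaign, cut at about 18% in these data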;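 also: inhibitors lower polarization as less probe binds the enzyme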
# PME-1 primary = PME-1 (human) inhibition | Q9Y570 | recombinant PME-1, FP-Rh probe fluorescence polarization | inhibition, % at 5.9 µM | hit rate 0.53% among 320,000 | AID 2130;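 active = inhibition above the campaign mean of all compounds plus 3 SD, cut at about 26% in these data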;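 also: competitive labeling of PME-1 active site by serine hydrolase directed probe; 0% = PME-1 with DMSO and 100% = wells lacking PME-1 enzyme; inhibitors block probe labeling so polarization falls and inhibition rises; many of its hits are not listed in these tables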
# MCL1-BIM inh = MCL1-BIM-BH3 interaction inhibition (human). Q07820. GST-MCL1 / FITC-Bim-BH3 fluorescence polarization. inhibition, % at 10.9 µM. AID 2057. hit rate 0.68% among 320,000;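 active = inhibition above the mean inhibition of all tested compounds plus 3 SD, set per campaign, cut at about 40% in these data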;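 also: 0% = DMSO wells and 100% = unlabeled Bim-BH3 peptide control; higher means more loss of mP so more displacement of Bim peptide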
# Target sequence (Q07820 whole entry, looked up): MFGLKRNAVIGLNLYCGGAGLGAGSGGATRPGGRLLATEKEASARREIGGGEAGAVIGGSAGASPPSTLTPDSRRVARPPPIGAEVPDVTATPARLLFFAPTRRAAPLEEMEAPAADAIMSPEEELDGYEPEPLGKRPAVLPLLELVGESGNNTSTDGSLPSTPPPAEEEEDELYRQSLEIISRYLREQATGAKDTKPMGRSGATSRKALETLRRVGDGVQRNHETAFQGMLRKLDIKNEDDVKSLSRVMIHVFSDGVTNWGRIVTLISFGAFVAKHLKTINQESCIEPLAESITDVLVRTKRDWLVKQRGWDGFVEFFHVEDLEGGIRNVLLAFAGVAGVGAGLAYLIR
# BCLXL inh = Bcl-xL (human) inhibition | GST-Bcl-xL / FITC-Bim BH3 peptide fluorescence polarization | hit rate 0.7% among 320,000 | inhibition, % at 10.9 µM;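 active = inhibition above the mean of all tested compounds plus 3 SD, cutoff set per campaign, cut at about 30% in these data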;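 also: 0% = DMSO wells and 100% = unlabeled Bim-BH3 peptide competitor; inhibitors lower millipolarization by displacing the labeled peptide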
# Target sequence (Q07817 whole entry, looked up): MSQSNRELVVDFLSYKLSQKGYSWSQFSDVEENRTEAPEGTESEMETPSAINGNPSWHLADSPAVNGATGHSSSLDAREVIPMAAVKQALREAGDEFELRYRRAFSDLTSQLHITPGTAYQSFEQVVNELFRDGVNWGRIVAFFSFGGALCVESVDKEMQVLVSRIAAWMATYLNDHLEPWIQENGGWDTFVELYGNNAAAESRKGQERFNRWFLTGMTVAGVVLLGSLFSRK
# MEX-5 binding = C. elegans MEX-5 TCR-2 RNA binding activity; Q9XUB2; MEX-5/FITC-TCR2 RNA binding, fluorescence polarization; stronger effect = lower value; activity score (negative = inhibition of binding), % at 10 µM; hit rate 0.38% among 300,000;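 active = inhibition past about -25% in most replicates, and total fluorescence under double the plate's negative control median, limit read from the data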;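 also: 0% = DMSO and -100% = 5 µM competing unlabeled TCR2 RNA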
# AHR act = human AHR activation; P35869; AHR-responsive luciferase reporter cells, luminescence; activation, % at 5 µM; hit rate 2.5% among 320,000; AID 2796; in the data active = activation above about 47%;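 also: 0% = vehicle wells and 100% = reference agonist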
# pPAFAH FP inh = inhibitors of human plasma PAF acetylhydrolase (pPAFAH); hit rate 1.5% among 330,000; inhibition, % at 3.39 µM; Q13093; recombinant pPAFAH, FP-rhodamine probe fluorescence polarization;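 active = inhibition above the mean inhibition across the screen plus 3 SD, cut at about 25% in these data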;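 also: inhibitors block binding of the rhodamine activity-based probe so polarization drops; 0% = enzyme with DMSO and 100% = wells lacking pPAFAH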
# PAFAH1B2 FP inh = blocks human PAF acetylhydrolase 1b catalytic subunit 2; AID 492953; inhibition, % at 3.39 µM; recombinant PAFAH1B2, FP-rhodamine activity probe, fluorescence polarization; P68402; hit rate 1.2% among 340,000;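 active = inhibition above the mean of all tested compounds plus 3 SD, cut at about 24% in these data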;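 also: 0% = enzyme with DMSO and 100% = wells lacking PAFAH1B2; many of its hits are not listed in these tables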
# GLD-1 RNA inh = GLD-1-TGE RNA interaction inhibition (C. elegans); AID 2280; purified GLD-1 + fluorescein TGE RNA, fluorescence polarization; inhibition, % at 5.96 µM; Q17339; hit rate 0.44% among 320,000;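 active = percent inhibition above a per-plate cutoff, the plate mean of test compounds plus 3 SD, cut at about 30% in these data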;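 also: 0% = DMSO wells with GLD-1 and probe and 100% = wells lacking GLD-1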
# Target sequence (Q17339 whole entry, looked up): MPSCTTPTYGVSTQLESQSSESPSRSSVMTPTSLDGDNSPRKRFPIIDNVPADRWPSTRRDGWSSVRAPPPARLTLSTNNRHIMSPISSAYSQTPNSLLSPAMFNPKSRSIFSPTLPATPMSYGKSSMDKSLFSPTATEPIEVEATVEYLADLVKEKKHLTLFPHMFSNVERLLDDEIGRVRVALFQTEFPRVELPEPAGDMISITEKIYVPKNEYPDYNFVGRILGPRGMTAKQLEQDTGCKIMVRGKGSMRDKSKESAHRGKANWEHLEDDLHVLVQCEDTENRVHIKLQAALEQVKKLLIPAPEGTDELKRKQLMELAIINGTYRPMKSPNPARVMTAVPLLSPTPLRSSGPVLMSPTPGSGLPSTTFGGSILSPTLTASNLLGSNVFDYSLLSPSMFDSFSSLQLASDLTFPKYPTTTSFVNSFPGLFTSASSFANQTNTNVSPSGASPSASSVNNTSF
# * hit, by the source's call; . = not tested or not shown. This is a subset; rates above refer to the full screens.
SMILES,Fam108B counter,PME-1 primary,MCL1-BIM inh,BCLXL inh,MEX-5 binding,AHR act,pPAFAH FP inh,PAFAH1B2 FP inh,GLD-1 RNA inh
O=C(c1cccc(Oc2ccccc2)c1)N1CCN(c2ccccn2)CC1,4.9,6.4,5.5,3.1,-1.0,5.3,-3.7,-1.0,-2.4
CCOc1cc(C(=O)NC(C)CC)cc(OCC)c1OCC (stereo not given),-1.3,3.5,6.7,7.2,-1.1,11.4,-1.2,3.7,0.8
CS(=O)(=O)N(C(=O)NC(=O)NC12CC3CC(CC(C3)C1)C2)C1CCCCC1,-0.6,-0.3,0.7,5.0,0.1,5.2,-0.6,7.4,8.9
COc1ccccc1S(=O)(=O)Cc1ccc(C(=O)NCc2ccccc2)o1,-0.5,-3.9,-1.4,-2.0,-0.4,0.9,7.9,7.7,-5.6
O=C(C1CCN(S(=O)(=O)N2CCOCC2)CC1)N1CCN(c2ccccc2F)CC1,-0.2,-0.5,-2.2,7.9,-0.6,-3.6,-0.1,7.3,0.4
CCOc1cc(/C=N/NC(=O)c2ccncc2)ccc1OC(=O)c1ccco1,1.8,3.0,3.7,1.3,1.9,6.8,0.0,-6.4,1.0
CC(C)CC(c1nnnn1CC1CCCO1)N1CCN(c2cccc(Cl)c2)CC1 (stereo not given),5.4,0.7,1.7,-2.8,-1.8,1.9,1.1,2.9,3.3
COc1cccc(CNC(=O)CCC2CCCN(C3CCOCC3)C2)c1 (stereo not given),-4.7,-2.3,-3.0,-2.2,1.0,-0.5,0.0,5.9,5.5
COc1ccc(/C=N/NC(=O)c2ccncc2)cc1CSc1nc2ccccc2s1,-70.7,-99.5,12.2,8.7,-1.6,22.3,7.9,-31.7,5.5
CC(C)CCN1CCN(Cc2ccsc2)CC1CCO (stereo not given),3.4,2.0,5.9,2.3,-1.4,1.0,4.8,2.0,-1.5
O=C(COC(=O)CCCSc1nc2ccccc2[nH]1)Nc1ccc(Cl)cc1,-4.2,-9.4,-24.3,-7.8,1.7,8.8,1.8,2.5,0.5
CCCSc1ccc([C@@H]2[C@H]3C(=O)N(CC)C(=O)[C@H]3[C@]3(C(=O)OC)CCCN23)cc1,-3.8,-2.9,-5.1,2.9,.,1.6,-2.5,0.7,-4.1
Cc1cccc(C)c1OCC(O)Cn1c2ccccc2c2ccccc21 (stereo not given),-5.9,-9.4,5.8,3.5,-0.5,44.8,-8.0,-4.8,14.8
CC(C)=CC(=O)OCc1csc(CC(=O)Nc2ccccc2C)n1,1.0,-6.8,-4.6,-2.1,1.6,8.7,2.3,3.1,4.5
COc1ccc(NC(=O)Cn2c(=O)n(-c3ccc(OC)cc3OC)c(=O)c3c(C)c(C)sc32)cc1,0.3,-2.4,-9.7,-0.2,1.2,3.5,-0.4,-1.2,-2.9
CN1CCN(C(=O)C2=C[C@@H](c3ccc(C(F)(F)F)cc3)C[C@@H](OCc3ccc(CO)cc3)O2)CC1,5.6,-3.9,2.8,2.9,-0.4,0.1,3.9,7.3,-6.0
O=C(OCc1ccc2c(c1)OCO2)c1ccc(S(=O)(=O)N2CCCCC2)cc1,1.4,5.5,3.0,5.4,0.0,-1.9,3.0,2.4,0.7
COCCn1c(C)nc2oc3ccc(Br)cc3c(=O)c2c1=O,0.6,0.8,4.4,3.2,0.3,25.1,5.5,-5.9,-6.8
Nn1cnnc1N/N=C/c1ccc(F)cc1,-3.7,3.0,-4.2,-4.9,0.1,18.1,5.3,3.0,1.9
Cc1ccc(C(=O)N/C(=C/c2ccco2)C(=O)N2CCCCCC2)cc1,2.7,3.6,10.2,11.8,-2.3,-1.1,2.0,1.9,0.1

# The results go on.
SMILES,Fam108B counter,PME-1 primary,MCL1-BIM inh,BCLXL inh,MEX-5 binding,AHR act,pPAFAH FP inh,PAFAH1B2 FP inh,GLD-1 RNA inh
O=C(NC1=NC2CCCCC2N1)c1ccccc1 (stereo not given),-0.3,-0.4,-4.2,3.2,.,-2.1,4.0,1.4,-4.4
Cc1ccc(S(=O)(=O)c2nnn3c2nc(N2CCC(C(N)=O)CC2)c2ccccc23)cc1C,2.7,4.1,4.8,8.2,-0.7,1.8,-1.8,3.2,-7.6
Cc1ccc([N+](=O)[O-])cc1NC(=S)NCCc1ccccc1,1.8,5.2,1.7,1.1,0.9,51.9*,5.0,6.4,-1.6
CC(CC(=O)N1CCN(c2ccccc2)CC1)c1ccccc1 (stereo not given),1.9,5.2,7.8,5.0,0.2,-1.0,0.0,-1.3,1.9
Cc1ccc(-c2nnc(SCC(=O)Nc3cccc(C(=O)N4CCOCC4)c3)n2C)cc1,0.8,-2.5,10.0,7.8,1.6,1.3,1.8,2.3,-0.5
Cc1nnc(Nc2ccc(Cl)cc2)s1,-0.6,8.4,-2.0,-5.6,-1.0,3.1,3.6,3.9,0.6
CC1(C)C2CCC1(CS(=O)(=O)NC(CC(=O)O)c1cccc(Br)c1)C(=O)C2 (stereo not given),-1.3,-5.2,-3.1,-2.9,-1.7,-2.0,-0.6,15.6,-1.0
CCN1C(=O)/C(=C\c2nc3ccccc3c(=O)n2CC)c2ccccc21,-4.5,2.9,-17.4,-14.2,0.7,34.5,-7.4,-0.8,-3.5
O=C(Cn1cc(C(=O)c2ccco2)c2ccccc21)Nc1ccccc1F,0.1,-6.9,-1.0,-3.0,-1.8,4.9,-3.2,-6.0,5.8
Cc1ccc(Oc2ncc(CN3CCOCC3)s2)cc1,-1.5,-1.4,-10.3,-0.7,-1.1,0.7,2.1,3.0,-1.4
Cc1ccc2c(c1)N(CC(=O)NCCCN1CCN(C)CC1)C(=O)CO2,-2.1,-2.9,-1.2,-0.4,1.0,-1.4,-0.8,8.3,4.7
CN(C)/C=C(/C(=O)c1ccc(Cl)cc1Cl)S(=O)(=O)c1ccc(Cl)cc1,-1.4,-6.8,6.3,9.0,1.8,-3.6,2.3,19.0,2.3
O=C(NN=C1CCC(c2ccccc2)CC1)c1cc2c(s1)CCCC2 (stereo not given),-0.2,-4.0,7.5,6.5,0.2,33.5,7.5,1.4,5.4
Cc1cc(C)nc(/N=C(\N)Nc2ccc(C(C)C)cc2)n1,-0.9,-2.4,3.8,2.1,0.8,4.5,2.9,2.9,-0.9
O=C(Cn1[nH]c(=O)c2ccccc2c1=O)NCC1COc2ccccc2O1 (stereo not given),.,-1.0,-20.0,-7.3,.,1.3,-0.1,4.1,-1.5
c1ccc(COc2ccc(OCCOCCn3cncn3)cc2)cc1,2.6,-2.0,2.2,4.0,0.6,-2.5,2.8,2.8,8.3
NS(=O)(=O)c1ccc(Cc2ncc(C(F)(F)F)cc2Cl)s1,3.1,-4.7,0.5,2.5,1.4,1.8,6.2,3.0,-2.3
O=C(Cn1c(=O)n(-c2cccc(C(F)(F)F)c2)c(=O)c2sccc21)NCC1CCCO1 (stereo not given),-0.1,8.1,-0.1,0.8,-1.8,-0.9,4.0,1.8,3.6
C=CCn1c(Cc2cccs2)nnc1SCC(=O)Nc1cc(OC)cc(OC)c1,3.2,3.1,-3.0,-3.6,-2.1,13.5,2.6,5.7,-7.3
CC1CCCCC12NC(=O)N(CC(=O)NCC(=O)Nc1ccc(F)c(F)c1F)C2=O (stereo not given),.,3.4,-5.1,1.4,.,2.1,-1.8,0.4,-4.3

# (list continues)
SMILES,Fam108B counter,PME-1 primary,MCL1-BIM inh,BCLXL inh,MEX-5 binding,AHR act,pPAFAH FP inh,PAFAH1B2 FP inh,GLD-1 RNA inh
COc1ccc(N2CCN(C(C)C(=O)Nc3nnc(C)s3)CC2)cc1 (stereo not given),-2.9,2.2,-5.7,-0.3,2.1,-3.0,-2.5,-1.2,-2.9
O=C(COc1ccccc1)NN1C(=O)CSC1=S,-2.1,-2.2,1.5,4.1,0.1,1.3,0.3,-2.9,0.1
Cc1ccc(S(=O)(=O)N(C)C[C@@H]2Oc3ccc(NS(C)(=O)=O)cc3CC(=O)N([C@H](C)CO)C[C@@H]2C)cc1,.,.,.,.,.,10.7,-1.0,1.1,2.1
O=C(Nc1cccc(S(=O)(=O)N2CCCCC2)c1)c1cccs1,-0.1,-2.5,5.5,1.4,-3.0,2.2,0.6,-2.1,8.1
CCOC(=O)c1c(C)c(C(=O)N2CCN(c3cccc(Cl)c3)CC2)c(C)n1C,-0.9,-0.7,3.1,4.7,1.7,1.4,2.0,1.1,-0.8
Cn1cc(C=O)c2cc(S(=O)(=O)N3CCOCC3)ccc21,0.1,4.0,-10.1,-3.2,0.6,-0.8,-0.7,1.5,4.0
CCOC(=O)c1sc2nc(N3CCOCC3)c3c(c2c1N)CC(C)(C)N(C)C3,-0.3,3.3,1.3,-2.2,0.2,-4.7,0.4,1.2,12.8
CC(=O)N1CCN(C(=S)Nc2ccc(SC(F)F)cc2)CC1,-3.1,3.4,4.1,0.7,0.1,0.2,-0.8,0.9,2.3
O=C(NCc1ccco1)c1cc(-c2ccccc2)nn1CC1CC(c2cccc([N+](=O)[O-])c2)=NO1 (stereo not given),.,.,.,.,.,1.8,1.4,0.8,-1.9
O=C(CC12CC3CC(CC(C3)C1)C2)NCC(=O)N1CCCC1,0.0,-3.2,4.7,0.9,1.3,-1.9,12.6,8.4,2.2
O=C(NC1CC1)c1sc2cc(F)ccc2c1Cl,.,5.2,-4.3,0.2,.,-4.3,2.1,-2.4,-4.6
Nn1c(SCC(=O)Nc2ccc3c(c2)OCCO3)nnc1-c1cccnc1,-6.9,-2.7,-2.8,3.7,0.9,10.4,4.3,7.9,3.1
CCOc1ccc(-c2c(=O)n(OCc3nc4ccccc4[nH]3)c3ccccc3[n+]2[O-])cc1,-0.6,-0.7,8.2,2.2,-2.5,0.1,-1.9,-2.7,6.5
CCOC(=O)/C=c1\s/c(=C\c2c(OCC)ccc3ccccc23)c(=O)n1CC(=O)NCC1CCCO1 (stereo not given),-14.6,-17.6,0.5,4.1,0.7,7.4,-6.4,-13.7,-21.6
Cc1nc2ccccc2nc(C)c1=NOCc1cccc(Cl)c1,4.6,-6.2,5.8,3.5,-1.1,11.2,-1.9,-3.2,5.0
Cc1ccccc1CCNC(=O)C1CC(O)CN1C(=O)Nc1ccccc1 (stereo not given),-1.1,-3.6,1.8,3.0,0.7,0.2,-1.5,-1.6,9.3
O=S(=O)(c1cc(Cl)sc1Cl)N1CCCC1,3.7,-1.8,-6.3,2.4,.,-2.1,-0.3,0.8,1.1
Cc1cccc(C)c1NC(=O)COn1nnc2ccc(C(F)(F)F)cc21,4.1,-0.3,-2.4,2.5,3.1,-1.0,-0.8,-4.8,-2.0
O=C(Cn1ccc(C(F)(F)F)n1)N=Nc1c(O)[nH]c2ccccc12,-2.2,-1.5,-0.6,1.7,1.4,18.3,5.9,7.6,0.8
CCN(CC)CCOC(=O)c1cccc(Br)c1,4.6,-5.0,-0.9,3.7,2.6,-2.5,2.8,2.4,1.7
O=C(N/N=C/c1ccc([N+](=O)[O-])cc1)c1cc(C2CC2)[nH]n1,3.6,6.7,10.3,0.8,0.1,43.1,7.4,1.3,6.5

# Three entries out of the list above, arranged by the number in AHR act, falling:
canonical_smiles,AHR act
O=C(Cn1ccc(C(F)(F)F)n1)N=Nc1c(O)[nH]c2ccccc12,18.3
O=C(NCc1ccco1)c1cc(-c2ccccc2)nn1CC1CC(c2cccc([N+](=O)[O-])c2)=NO1 (stereo not given),1.8
O=C(CC12CC3CC(CC(C3)C1)C2)NCC(=O)N1CCCC1,-1.9

# Source: PubChem (several laboratories)
